hcGAS lum = blocks human cGAS activity | recombinant h-cGAS, ATP depletion, Kinase-Glo luminescence | inhibition, % at 12.5 µM | 290,000 tested, 0.081% active;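 note: 0% = vehicle reaction and 100% = reaction without DNA for no activity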
Target sequence (Q8N884 whole entry, looked up): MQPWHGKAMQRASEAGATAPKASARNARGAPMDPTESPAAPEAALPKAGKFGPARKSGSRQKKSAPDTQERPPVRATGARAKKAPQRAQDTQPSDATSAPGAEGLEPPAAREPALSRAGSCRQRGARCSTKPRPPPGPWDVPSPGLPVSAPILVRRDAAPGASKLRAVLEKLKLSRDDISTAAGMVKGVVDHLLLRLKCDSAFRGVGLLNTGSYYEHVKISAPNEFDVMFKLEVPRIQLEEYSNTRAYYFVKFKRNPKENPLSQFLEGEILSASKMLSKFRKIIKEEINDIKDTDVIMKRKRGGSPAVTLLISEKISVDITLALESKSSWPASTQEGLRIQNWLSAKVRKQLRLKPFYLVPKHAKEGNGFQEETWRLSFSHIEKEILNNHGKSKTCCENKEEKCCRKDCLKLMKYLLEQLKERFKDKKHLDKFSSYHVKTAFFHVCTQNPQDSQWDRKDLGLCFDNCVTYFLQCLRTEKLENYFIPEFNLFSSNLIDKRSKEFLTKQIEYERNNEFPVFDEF
mcGAS lum = blocks mouse cGAS activity; inhibition, % at 12.5 µM; AID 1259399; 160,000 tested, 0.15% active; Q8C6L5; recombinant cGAS, Kinase-Glo ATP depletion luminescence;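 note: 0% = negative control wells and 100% = reference inhibitor with no enzyme activity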
NPYLR7 agonist = mosquito NPYLR7 agonism | HEK293T NPYLR7/Galpha15, GCaMP6s calcium fluorescence | activation, % at 10 µM | 270,000 tested, 0.15% active | AID 1259423; in the data active = activation above about 40%;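 note: 0% = vehicle and 100% = reference agonist at the receptor; some compounds past the cut are filed as inactive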
Starred values were filed as active, the others as inactive; / = not tested or not shown; & = joins results of further samples. Cut-off read from the data, not from the text of the source, unless noted: active = inhibition above about 40%; inactive = the rest. Compounds as they come (roughly 0.26% active in at least one column).

SMILES	hcGAS lum	mcGAS lum	NPYLR7 agonist
Cc1nccc(-c2cccc(NC(=O)C(NC(=O)OCc3ccccc3)SC(C)C)c2)n1 (stereo not given)	-10	-5	-18
Cc1ccc2nc(C3CCCN3C(=O)c3cn(Cc4ccc(F)cc4)nn3)[nH]c2c1 (stereo not given)	-7	-12	6
CCc1[nH]c2c(CNCc3cccn3-c3cccnc3)cc(F)cc2c1C	-6	/	21
CC1(C)CN(C(=O)Nc2ccc(OC(F)F)cc2)CCS1=O (stereo not given)	-7&-7	/	2&-26
COCCNc1nc(Nc2ccc(C)c(C)c2)c2cnn(-c3ccccc3)c2n1	-7	-6	5
Cc1ccc(-c2nc(-n3c(C)c4c(C)nnc(C)c4c3C)sc2C)cc1C	1	/	-10
COc1ccc(OCCCN2C(=O)C(O)(CC(C)=O)c3ccccc32)cc1 (stereo not given)	-4	/	-5
COc1ccc2c(NCc3ccccc3)c(C#N)cnc2c1	-4	-4	-1
CCN(CC)S(=O)(=O)c1ccc2c(c1)nc(SCc1ccc(Cl)cc1)n2C(C)C	1	1	-4
O=C(c1ccc(-c2ccccc2Cl)o1)N1CCC(n2ccnc2)C1 (stereo not given)	-5	-12	19
CCCn1cc(CNC(=O)C2Cc3ccccc3CN2CC)cn1 (stereo not given)	-10	/	19
CCc1nc(N(CCOC)CCC(=O)NCc2cccc(C(F)(F)F)c2)c2ccc(Cl)cc2n1	-2	-7	13
CCSc1nc(CC(=O)NCc2ccccc2-n2cccn2)cs1	2	4	0
CNCC(=O)NC(C)(C)c1cccc2ccccc12	-4	-10	3
Clc1ccc(CN2CCC(Cc3ccc(-n4cccc4)cc3)CC2)cc1Cl	-6	-8	3
S=C(Nc1ccc(-n2cnnn2)cc1)NC1CC2CCC1C2 (stereo not given)	-6	/	-2
COc1ccc(OCc2cc(C(=O)N3CCCCCC3)no2)c(Cl)c1	-3	0	-1
COC(=O)c1ccc(Oc2ccc(Cl)cc2NC(=O)c2c(C)noc2C)cc1	-21	-5	12
CC1(C(=O)NS(=O)(=O)c2ccccc2OC(F)(F)F)CCN1C(=O)Cc1cc(F)ccc1F (stereo not given)	1	/	4
CN1CCCn2nc(C(=O)NCc3ccccc3-n3ccnc3)cc2C1	1	-2	-2
CCOC(=O)NC(O/N=C(/N)c1ccccc1)(C(=O)OCC)C(F)(F)F (stereo not given)	0	/	-2
COc1ccc(N2C(=O)C(c3c(C)[nH]n(-c4ccc(F)cc4)c3=O)=C([n+]3cccc(C)c3)C2=O)cc1	-18	-12	-4
CC(=O)NC1=NN(C(C)=O)C2(S1)C(=O)N(CCOc1ccccc1C)c1ccc(C)cc12 (stereo not given)	-4	-6	0
CCn1c(=O)c2c(nc3n2CC(C)=NN3Cc2cc(C)ccc2C)n(C)c1=O	1	-6	4
CCOc1ccc(-c2cc(C(=O)NCc3ccc(F)c(Cl)c3)c3ccccc3n2)cc1	1	1	0
C=CCn1c(SCc2ccc(C(=O)NCc3ccc4c(c3)OCO4)cc2)nnc1-c1ccccc1[N+](=O)[O-]	-4	-5	1
O=C(NCc1ccc(F)cc1)c1cc2n(n1)CCN(Cc1c(Cl)cccc1Cl)C2=O	5	-2	-8
NC(c1csc(Nc2cnccn2)n1)c1ccccc1Cl (stereo not given)	-10	/	1
Cc1c(Cl)c(C(=O)N2CCCC(O)(CO)CC2)nn1C (stereo not given)	-2	/	0
COc1ccc(-c2csc(-n3[nH]c(C)c(N=Nc4ccc(C)c([N+](=O)[O-])c4)c3=O)n2)cc1	0	0	-9
O=C(c1ccco1)N1CCN(Cc2cnn3cccnc23)CC1	-2	/	3
CCOC(=O)CCC(=O)N(CC(=O)N1CCc2sccc2C1c1ccc(C(C)(C)C)cc1)C1CC1 (stereo not given)	-10	-6	1
Cc1cc(C)cc(-c2ccc(C(N)=O)s2)c1	-1	-17	7
Cc1cc(S(=O)(=O)n2cc(-c3cccc(F)c3)c(N)n2)ccc1F	-4	/	-4
COc1ccc(C2CC(=O)C(C=Nc3cc(Cl)ccc3O)=C(O)C2)cc1 (stereo not given)	-8	/	-5
COc1ccc(C(N)CC(=O)N2CCc3c(ncnc3N(C)C)C2)cc1OC (stereo not given)	-9	/	6
CCc1nc2ccc(C(=O)N(C)Cc3ccccc3)cn2c1N(C)Cc1nccn1C	-10	-3	-4
COc1ccc(NC(=O)CSc2nc(=O)n(CCN3CCOCC3)c3c2CCCC3)c(OC)c1	-9	-7	-2
COc1ccc(OC)c(C2CCCN2C(C(=O)N2CCOCC2)c2ccccc2)c1 (stereo not given)	-13	/	5
C=C1Sc2ccccc2N1C	-6	/	13
CC(Sc1n[nH]c(C(C)C)n1)C(=O)N1CCCC1 (stereo not given)	-5	/	4
Cc1cccc(-c2nc3scc(CCNC(=O)/C=C/c4ccccc4)n3n2)c1	1	-5	14
COC(=O)c1ccc(COC(CN2CCN(S(=O)(=O)c3c(C)nn(C)c3Cl)CC2)c2cccc(OC)c2)cc1 (stereo not given)	0	2	-6
Cc1cccc(-n2nnc3c(=O)n(CC(=O)OCc4ccccc4)cnc32)c1	-7	-9	-1
CCOc1ccc(C(C2Sc3nc(CC)nn3C2=O)N2CCN(C(C)=O)CC2)cc1 (stereo not given)	-8	-8	-2
CC1ON=C(c2ccc(N(C)C)cc2)N(Cc2cccc(F)c2)C1=O (stereo not given)	-2	/	13
COc1ccc2c(c1)sc(=NC(=O)CCS(=O)(=O)c1ccc(F)cc1)n2C	-11	-8	2
CNc1ncccc1C(=O)N[C@H]1C[C@H]2C(=O)N(C)CC(=O)N2C1	3	/	4
CCCn1c(C)c(C)n2c3c(=O)n(C(C)C(C)=O)c(=O)n(C)c3nc12 (stereo not given)	-8	/	8
O=C(O)CCc1cc(Cl)ccc1Br	-8&-6	/	-1&5
COc1ccc(Cl)cc1NC(=O)CCC1CCCN(C(=O)c2cccc(N(C)C)c2)C1 (stereo not given)	-5	-9	-9
COc1ccc(-c2nc(SC3CCCC3)n[nH]2)cc1	-1	/	-1
N#CCSc1[nH]c(=O)c(-c2nc(-c3ccccc3)cs2)cc1C#N	-3&-7	-5	5&6
O=C(Cn1ccnc1)N1CCOc2c(O)cc(-c3cccc(Cl)c3)cc2C1	-5	-8	4
CCS(=O)C1CCCCC1NC(=O)CCc1ccc(Br)cc1F (stereo not given)	-17	-17	3
Cc1nn(-c2ccccc2)c2ncc(C(=O)N3CCN(c4ccccc4F)CC3)c(Cl)c12	-4	/	6
COc1ccc(C(NC(=O)C2CCN(CCOc3ccc(Cl)cc3Cl)CC2)c2ccco2)cc1 (stereo not given)	-5	-2	22
COc1ccc(C(=O)N(Cc2ccco2)Cc2cc(NC(=O)c3ccccc3Cl)ccc2N(C)C)cc1	-1	-5	1
COC(=O)Cc1c(C(=O)OC)sc(NC(=O)CCl)c1C(=O)OC	-7	-4	-6
COc1cc(OC)c(S(=O)(=O)Nc2cccnc2)cc1Br	-3	-7	-1

2 records drawn at random from those above:
SMILES	hcGAS lum	mcGAS lum	NPYLR7 agonist
CC1ON=C(c2ccc(N(C)C)cc2)N(Cc2cccc(F)c2)C1=O (stereo not given)	-2	/	13
COc1ccc(C(=O)N(Cc2ccco2)Cc2cc(NC(=O)c3ccccc3Cl)ccc2N(C)C)cc1	-1	-5	1

The results go on.
SMILES	hcGAS lum	mcGAS lum	NPYLR7 agonist
COc1ccc(CCN2CC3=C(C2=O)C(c2ccc(Cl)c(Cl)c2)NC(=O)N3)cc1 (stereo not given)	-6	-6	1
CCn1cc(CN(Cc2nccn2C)CC(C)C)cn1	-4	-10	1
O=C1CC(N2CCN(Cc3ccccc3)CC2)C(=O)N1c1ccccc1 (stereo not given)	-1	/	4
CC1CCc2c(sc(N)c2C#N)C1 (stereo not given)	-3	/	1
COc1cc2c(cc1-c1ccc(OC(F)(F)F)cc1)OCC(C)(C)CC2CO (stereo not given)	-2	-7	4
O=C(c1ccco1)N1CCN(Cc2cccn2-c2ncccn2)CC1	-3	-1	-11
CC(C)Nc1nc(NC(C)C)nc(OCCNC(=O)COc2ccc(Cl)cc2Cl)n1	-4	-6	-1
CCCCc1ccc(C(=O)N2CCCN(c3nc(Cc4ccccc4)nc4c3c(C)nn4-c3ccccc3)CC2)cc1	-7	-5	/
C=CCn1c(SCc2ccccc2OC)nnc1-c1cc(OC)cc(OC)c1	-6	-6	9
O=S(=O)(NCCCn1cncn1)c1ccc2c(c1)CCO2	1	/	3
COc1cc(C(=O)N2CCCC(CCC(=O)N3CCN(C)CC3)C2)c2ccccc2n1 (stereo not given)	1	1	23
CCc1nc2ccc(C(=O)N3CCN(C(=O)c4ccco4)CC3)cn2c1N(CCC(C)C)CCN(C)C	-7	-3	-4
Cc1noc(C)c1CC(=O)Nc1ccnn1C1CCCCC1	-13	-7	8
COc1cccc(Oc2cc(N3CCN(C(=O)c4cccc([N+](=O)[O-])c4)CC3)ncn2)c1	-7	-10	17
CS(=O)(=O)Nc1cccc2c1CCN(C(=O)CSCc1ccc(C#N)cc1)C2	6	/	3
CC1CCCCN1S(=O)(=O)NC(c1ccccc1)c1nc2ccccc2n1C (stereo not given)	7	0	2
CCOC(=O)C(CC)C(C)=NNC(=O)OC (stereo not given)	-6	/	-1
CCOC(=O)CNC(=O)CSc1c(C(C)C)cnc2c1c(=O)n(C)c(=O)n2C	-3	-8	8
Cc1ccc(NC(=O)CSc2nnc(N3CCOCC3)n2C2CC2)cc1	-8	/	7
CC(C)(C)c1nnc(NCCN2CCCC2)o1	-11	-6	/

A second format for part of the listing above.
CNCC(=O)NC(C)(C)c1cccc2ccccc12
  hcGAS lum: -4; mcGAS lum: -10; NPYLR7 agonist: 3

Clc1ccc(CN2CCC(Cc3ccc(-n4cccc4)cc3)CC2)cc1Cl
  hcGAS lum: -6; mcGAS lum: -8; NPYLR7 agonist: 3

S=C(Nc1ccc(-n2cnnn2)cc1)NC1CC2CCC1C2 (stereo not given)
  hcGAS lum: -6; mcGAS lum: /; NPYLR7 agonist: -2

COc1ccc(OCc2cc(C(=O)N3CCCCCC3)no2)c(Cl)c1
  hcGAS lum: -3; mcGAS lum: 0; NPYLR7 agonist: -1

Entries of single compounds from above.
CC1CCCCN1S(=O)(=O)NC(c1ccccc1)c1nc2ccccc2n1C (stereo not given) is listed with hcGAS lum: 7; mcGAS lum: 0; NPYLR7 agonist: 2
CC(C)(C)c1nnc(NCCN2CCCC2)o1 is listed with hcGAS lum: -11; mcGAS lum: -6; NPYLR7 agonist: /
O=C(c1ccco1)N1CCN(Cc2cccn2-c2ncccn2)CC1 is listed with hcGAS lum: -3; mcGAS lum: -1; NPYLR7 agonist: -11

Further records follow:
SMILES	hcGAS lum	mcGAS lum	NPYLR7 agonist
COC(=O)c1sccc1S(N)(=O)=O	-7	/	5
CCC(C)CS(=O)(=O)NC(=O)Cc1c[nH]c2ccc(F)cc12 (stereo not given)	4	/	-1
Cc1ccc(C2CCCCN2C(=O)Cc2c(C)nn(C(F)F)c2C)cc1 (stereo not given)	-4	/	11
c1ccc(CCN2CCN(c3nc(-c4ccccc4)nc4c3CCC4)CC2)cc1	-8	-5	-3
CCOC(=O)c1cc(-c2cccc(NC(=O)c3cnn(C)c3Cl)c2)n(-c2ccccc2OC)n1	1	-4	23
O=C(C1CCN(S(=O)(=O)c2c(Cl)cccc2Cl)CC1)N(Cc1ccccc1F)C1CC1	-6	/	5
CC(C)C(=O)N1CCN(Cn2[nH]c(-c3cc(Cl)ccc3Cl)nc2=S)CC1	-10	/	5
C#CCN(CCC(=O)Nc1ccc(N2CCCC2=O)cc1)Cc1cccc(C)n1	-7	-15	4
O=C(NNC(=O)c1ccccc1F)c1ccc(F)cc1	-8	-8	2
CNc1ccc(-c2ccccc2O)cn1	-2	/	-1
CCOc1ccc(-n2nnc(C(=O)NCC3CCCO3)c2C)cc1 (stereo not given)	-1	-6	2
Cc1cccc(CSc2nnc(CNC(=O)C(c3ccccc3)c3ccccc3)n2-c2ccc([N+](=O)[O-])cc2)c1	1	-2	3
CC(=O)Nc1ccc(NC(=O)C(C2CCCC2)N2CCN(C(=O)c3cccs3)CC2)cc1 (stereo not given)	-6	-6	46
O=C1Nc2ccccc2N=C(c2ccccc2)C1=Cc1cccs1	1	-2	-5
COc1cc(C=Nc2ccc(I)cc2)ccc1OC(=O)c1ccco1	-8	2	-6
CCOC(=O)N1CCN(c2nc(Nc3cc(C)ccc3C)c3nccnc3n2)CC1	-2	/	7
COc1ccc(NC(=O)C2(C)CCN2Cc2ccc(OC)c3ccccc23)cc1OC (stereo not given)	-5	/	-9
COc1ccc(CC(=O)Nc2nc(-c3ccc4c(c3)OCO4)cs2)cc1	-8	/	0
N#Cc1c(N)oc2c3c(c(O)cc12)C(=O)c1ccccc1C3=O	48*	/	2
O=C(c1csc(-c2ccoc2)n1)N1CC2CCC1C2 (stereo not given)	2	/	-3
O=C(CN1C(=O)c2ccccc2C1=O)Nc1cccc(C(F)(F)F)c1	0	-2	-3
